T cell HTS: modulators of CD8 T cell-vesicle binding, primary screen, mouse 2C CD8+ T cells, flow cytometry; 2C CD8+ T cell-vesicle binding; stronger effect = lower value; calls only at 7 µM; 330,000 compounds, 0.068% hits; AID 2052, 2009;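 active = response, share of CD8 T cells binding vesicles, and their 90th percentile fluorescence all below set limits, cut at about 80% in these data, passing the limit was not always enough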
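Material: murine 2C transgenic CD8+ T lymphocytes / Also added: QL9-peptide-loaded Drosophila micro-vesicles bearing Ld, ICAM-1 and B7-1 / Schedule: binding step 1.5 h, 37 °C, antibody labelling 20 min, ice / Signal: flow cytometry, PE anti-B7-1 (FL2) versus Alexa647 anti-CD8 (FL8), PFA-fixed / Evaluation: percent CD8+ FL2 mean versus row control / Benchmarks: naked versus QL9-loaded vesicles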
SV40 large T antigen: SV40 large T antigen inhibitors, biochemical (AID 1903) | SV40 large T antigen ATPase/helicase inhibition assay; higher % means a stronger effect | 310,000 compounds, 0.39% hits | one-dose inhibition, % at 20 µM; IC50 in µM for titrated hits; in the data active = a potency from the dose series; also: strong numbers were not always called active
LYP phosphatase: inhibitors of LYP phosphatase, biochemical, fluorescence intensity, uHTS (AID 1779). recombinant LYP phosphatase, fluorescence intensity; higher % means a stronger effect. inhibition, % at 11.5 µM; hits with a dose series show IC50 in µM. 290,000 compounds, 0.054% hits; in the data active = inhibition above about 50%;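 also: plate controls were vehicle with enzyme for no effect and no enzyme for full effect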
GPR55 LPI antagonism: GPR55 antagonists blocking LPI-driven arrestin recruitment, primary screen, imaging, U2OS, beta-arrestin-GFP, LPI agonist (AID 2013) | G-protein coupled receptor 55 (Homo sapiens) | U2OS GPR55 beta-arrestin-GFP translocation imaging, LPI antagonism; higher % means a stronger effect | inhibition, % at 10 µM; hits with a dose series show IC50 in µM | 290,000 compounds, 0.13% hits;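 active = spots per cell inhibited over 60%, with over 100 cells counted and total cytoplasm intensity under 500,000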;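 also: U2OS cells stably carrying GPR55 and arrestin-GFP stimulated by 5 µM LPI near EC80; imaged beta-arrestin-GFP aggregate spots per cell after agonist stimulation; plate controls were LPI-stimulated DMSO wells for no effect and DMSO wells without LPI for full effect; some results filed as inactive read as strong as hits; confirmed hits need IC50 under 10 µM and bright autofluorescent wells are also inconclusive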
GPR55 beta-arrestin: GPR55 agonists via beta-arrestin recruitment, primary screen, imaging, U2OS cells, beta-arrestin-GFP redistribution (AID 1961) | G-protein coupled receptor 55 (Homo sapiens) | U2OS GPR55 beta-arrestin-GFP redistribution imaging; higher % means a stronger effect | activation, % at 10 µM; hits with a dose series show EC50 in µM | 290,000 compounds, 0.048% hits;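 active = activation above 40% with more than 50 cells counted in the well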;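 also: U2OS osteosarcoma cells stably expressing GPR55 and beta-arrestin-GFP; plate controls were DMSO negative control for no effect and LPI positive control for full effect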
MgcRacGAP inhibition: MgcRacGAP GTPase-activating activity inhibitors, confirmation, biochemical, ADP Hunter fluorescence; MgcRacGAP-stimulated Rac1 GTP hydrolysis, ADP Hunter fluorescence; higher % means a stronger effect; GST-tagged Rac1 F28L mutant substrate; one-dose inhibition, % at 30 µM; IC50 in µM for titrated hits; 340,000 compounds, 0.6% hits;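 active = first-screen hits whose inhibition reached a set limit at any dose in the follow-up dose series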;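 also: fluorescence reports GDP produced by GAP-driven GTP hydrolysis; strong numbers were not always called active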
GPR35 antagonists: GPR35 antagonists blocking zaprinast-driven arrestin recruitment, primary screen, imaging, U2OS, beta-arrestin-GFP, zaprinast agonist (AID 2058); U2OS GPR35 beta-arrestin-GFP translocation imaging, zaprinast antagonism; higher % means a stronger effect; 290,000 compounds, 0.052% hits; inhibition, % at 10 µM, or IC50 in µM where a hit was titrated; G-protein coupled receptor 35 (Homo sapiens);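 active = inhibition of at least 50% with at least 30 cells and total cytoplasm GFP at most 10,000,000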
Lipid droplet: inhibitors of hepatocyte lipid droplet formation, primary screen, imaging, high-throughput imaging, BODIPY stain; 240,000 compounds, 0.4% hits; AML12 mouse hepatocytes, oleate lipid droplets; inhibition, % at 6.5 µM;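 active = lipid droplet intensity inhibited by at least 50%, with more than 500 cells counted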
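Material: mouse AML12 hepatocyte cell line, fixed after treatment; Timing: compound with oleate, overnight; Technique: high-content imaging of BODIPY-stained droplets and DAPI nuclei; Probe or stimulus: oleate, 100 µM final; Dosing: compound at 6.5 µM only.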
NTR1 agonist: agonists of NTR1, primary screen, imaging, U2OS cells, beta-arrestin-GFP, high content (AID 493036); activation, % at 20 µM; 330,000 compounds, 0.17% hits; NTR1-U2OS beta-arrestin-GFP spot imaging, agonist mode;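 active = activation at or above 40% of the spot to cytoplasm intensity ratio, with at least 20 cells analyzed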;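 also: 0% = DMSO without peptide and 100% = 100 nM NTR1 peptide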
Target sequence (P30989 whole entry, looked up): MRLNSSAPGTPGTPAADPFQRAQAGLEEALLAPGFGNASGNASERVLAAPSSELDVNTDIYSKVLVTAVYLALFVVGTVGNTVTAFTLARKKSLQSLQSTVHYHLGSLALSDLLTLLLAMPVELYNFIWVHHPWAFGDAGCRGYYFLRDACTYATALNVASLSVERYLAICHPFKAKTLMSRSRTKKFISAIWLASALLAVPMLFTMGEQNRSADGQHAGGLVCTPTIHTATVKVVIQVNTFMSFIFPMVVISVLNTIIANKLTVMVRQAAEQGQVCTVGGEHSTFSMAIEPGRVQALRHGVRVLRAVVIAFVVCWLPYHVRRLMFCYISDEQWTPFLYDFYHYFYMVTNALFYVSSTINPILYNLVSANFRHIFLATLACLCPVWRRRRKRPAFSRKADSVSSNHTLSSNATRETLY
Lipid droplet cells 6.5 µM: also measured in Lipid droplet; calls as there; cell count; measured here: cell count, cytotoxicity flag;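 cells counted across two imaged fields per well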
T cell HTS vesicle-bound %: recorded beside T cell HTS, whose call it bears; double positive events, %; measured here: CD8+ vesicle-bound cell fraction;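 binding gate set so that unloaded-vesicle control wells show 10% double positive cells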
NTR1 agonist cell count 20 µM: recorded beside NTR1 agonist, whose call it bears; cell count; measured here: cell count, cytotoxicity flag
Active calls of the source: *; i = inactive; nt = no result given.

SMILES	T cell HTS	T cell HTS vesicle-bound %	SV40 large T antigen	LYP phosphatase	GPR55 LPI antagonism	GPR55 beta-arrestin	MgcRacGAP inhibition	GPR35 antagonists	Lipid droplet	Lipid droplet cells 6.5 µM	NTR1 agonist	NTR1 agonist cell count 20 µM
COc1ccc(CC(=O)OC(C)CN2CCCC2)cc1 (centres undefined)	i	49.6	5.1%	-4.8%	16.0%	0.2%	-2.6%	-4.6%	0.3	719	-1.3	44
Cc1ccccc1C(=O)NC(=S)Nc1sc2c(c1C#N)CCC(C)C2 (centres undefined)	i	20.2	23.6%	4.7%	21.5%	0.3%	10.3%	-5.7%	nt	nt	8.3	45
CN(CCCNC(=O)C1CCC(CNS(=O)(=O)c2ccccc2)CC1)Cc1ccccc1 (centres undefined)	i	43.6	3.1%	-11.5%	3.9%	-0.1%	9.9%	20.8%	-24.4	702	1.2	43
CC(C)=CCCC(C)CN1CCC(N2CCC(C(=O)N3CCCC3)CC2)CC1 (centres undefined)	i	38.9	13.1%	-6.6%	0.3%	0.2%	9.6%	-4.6%	-3.3	580	1.3	58
CCOCCn1c(=O)c2c(nc3n2CC(C)CN3CCc2ccccc2)n(C)c1=O (centres undefined)	i	41.2	12.0%	-7.8%	-0.2%	-0.2%	8.9%	-12.3%	-27.5	680	2.8	51
O=C(Oc1coc(CSc2ncccn2)cc1=O)c1ccco1	i	40.4	31.3%	-4.9%	-5.1%	0.9%	7.0%	-2.3%	11.2	721	1.2	68
CC(C)CCNC(=O)C(C)N(Cc1ccc(F)cc1)C(=O)c1ccc(CN2CCCCC2)o1 (centres undefined)	i	14.6	4.3%	1.7%	6.4%	0.1%	5.8%	2.0%	-5.4	714	1.6	64
Cc1cc(C)c2nc(N(CCCN(C)C)C(=O)c3ccc(S(=O)(=O)N4CC(C)OC(C)C4)cc3)sc2c1 (centres undefined)	i	47.3	10.2%	nt	nt	nt	6.6%	nt	nt	nt	1.6	75
Cc1cc(N2C(=O)c3ccc(C(=O)Nc4ccc(O)cc4C(=O)O)cc3C2=O)no1	i	7.4	11.6%	-9.5%	-1.6%	-0.2%	11.1%	-3.2%	2.0	875	-0.6	56
CC(c1n[nH]c(=S)n1-c1ccc(Cl)cc1)N(C)C (centres undefined)	i	19.5	9.5%	-5.4%	-4.7%	0.1%	-0.1%	10.8%	-8.9	672	-0.8	46
CC(C)Cn1c2c(c(O)c(C(=O)Nc3nc4ccccc4s3)c1=O)CCCC2	i	46.4	4.1%	-5.3%	5.3%	-0.2%	7.9%	-2.1%	8.8	681	0.2	46
COc1ccc(N2CCN(C(=O)c3ccc(CS(=O)(=O)c4ccc(OC)cc4)o3)CC2)cc1	i	47.0	16.6%	-0.9%	-12.5%	-0.2%	14.3%	3.7%	nt	nt	3.1	60
COc1ccc(-c2nc(-c3ccc4c(c3)OCO4)[nH]c2-c2ccc(OC)cc2)cc1	i	62.5	14.5%	-5.2%	3.0%	-0.3%	8.9%	-12.0%	-4.0	527	16.2	54
O=C(Nc1ccccc1C(F)(F)F)c1cc(-c2cccc(O)c2)on1	i	17.2	3.0%	-8.0%	-0.4%	0.0%	11.5%	-1.4%	nt	nt	3.0	45
Cc1cc(C(F)F)n2ncc(C(=O)NCCc3ccc(Cl)cc3)c2n1	i	22.2	4.3%	-5.5%	-2.6%	0.3%	-0.6%	-12.1%	-7.2	759	1.7	72
Cc1cc(C)c(NS(=O)(=O)c2ccc3c(c2)NC(=O)CCS3)c(C)c1	i	45.6	6.8%	-5.5%	-5.2%	-0.1%	-8.1%	13.0%	9.3	638	6.8	70
CCc1nn(C(CC)C(=O)NCc2cccc(OC)c2OC)c(=O)c2cc3occc3n12 (centres undefined)	i	11.0	15.0%	-1.3%	13.9%	0.1%	11.2%	7.4%	-20.0	708	1.8	47
Cc1ccccc1OCCC(=O)Nc1ccc(Cl)cc1F	i	41.5	11.2%	-6.1%	-14.5%	0.0%	8.6%	19.0%	-2.2	732	0.1	46
COc1ccc(Nc2cnn(-c3nc4ccccc4s3)c(=O)c2Cl)cc1	i	23.5	11.3%	5.5%	7.7%	0.3%	7.5%	-1.4%	-7.5	667	nt	nt
COc1cccc(NC(=O)CN(C)C(=O)Cn2cnc3ccccc3c2=O)c1	i	46.7	9.9%	nt	nt	nt	2.9%	nt	nt	nt	-1.2	61
O=C(CC1CCCCC1)NCC1CCCO1 (centres undefined)	i	10.0	2.4%	-11.8%	-4.4%	0.2%	2.0%	7.0%	-9.1	768	-2.6	79
O=C(NN1C(=O)c2ccc(-c3ccc4c(c3)C(=O)N(NC(=O)c3cccnc3)C4=O)cc2C1=O)c1cccnc1	i	17.4	-3.5%	2.1%	-2.7%	-0.5%	-4.8%	-5.6%	3.1	633	0.1	50
COc1ccc2c(CN(C)c3ccccc3)cc(=O)oc2c1	nt	nt	10.6%	-6.2%	-8.9%	-0.2%	1.3%	-13.3%	1.0	713	nt	nt
COc1ccc(Nc2nc(C)cc(C)n2)cc1Cl	i	59.6	8.3%	-9.5%	15.9%	-0.1%	-6.9%	13.0%	8.7	852	0.1	47
O=C(O)CC(=O)Nc1ccccc1C(=O)O	i	53.5	1.7%	-3.1%	18.1%	-0.1%	6.0%	-4.1%	1.6	762	-6.0	100
O=C(Cn1cnc2ccccc21)c1ccccc1	i	57.3	0.6%	-8.7%	11.1%	-0.1%	-3.3%	-4.8%	nt	nt	1.0	48
CSc1ccc(S(=O)(=O)NC2CCCCC2)cc1	nt	nt	1.5%	0.5%	10.7%	-0.1%	8.2%	-3.9%	-11.4	763	0.5	76
Cc1c(C)c2ccc(OCC(=O)Nc3cccnc3)c(C)c2oc1=O	i	12.1	4.7%	1.8%	5.3%	-0.2%	-11.5%	-15.6%	-1.0	729	1.6	59
Cc1ccc(C(=O)NC(=S)NCc2ccccc2)cc1	i	68.4	20.1%	-10.2%	-1.9%	0.3%	-4.5%	-4.7%	-9.3	833	0.9	76
CCCn1c(SCC(=O)Nc2cc(S(=O)(=O)N(C)C)ccc2OC)n[nH]c1=O	i	29.4	5.9%	-5.9%	5.1%	4.8%	7.2%	4.0%	13.2	657	0.6	68
O=C(c1ccc2c(c1)OCO2)C1CCCN(C(=O)c2cnn(Cc3ccccc3)c2)C1 (centres undefined)	i	48.9	16.3%	0.4%	4.0%	0.2%	6.4%	16.0%	-10.3	730	0.2	69
C=CCOc1ccc(/C=C2\SC(=S)N(NS(=O)(=O)c3ccccc3)C2=O)cc1	i	46.8	30.3%	-1.1%	6.9%	0.0%	8.6%	-7.1%	-1.3	813	4.4	87
O=C(Nc1nnc(-c2ccco2)s1)C1CCCCC1	i	24.5	27.2%	0.7%	-5.6%	-0.3%	5.9%	-11.3%	nt	nt	-1.0	50
CC(C)CC(O)C1CCN(C(=O)CCc2nnc(-c3ccccc3)o2)CC1 (centres undefined)	i	12.0	4.2%	2.3%	9.0%	0.3%	7.8%	-4.9%	-1.2	770	1.3	53
CCOC(=O)/C=C/C(=O)OCC(=O)Nc1ccc([N+](=O)[O-])cc1	i	16.0	24.3%	-2.2%	-0.8%	0.0%	8.3%	-0.5%	9.1	612	-1.0	73
Clc1ccc(-c2ccnc(Oc3ccc4ccccc4c3)n2)cc1	i	40.3	18.6%	-3.7%	-1.6%	-0.3%	7.4%	-8.0%	28.1	663	7.9	33
O=C(NCc1cccs1)C(=O)NCC1OCCCN1S(=O)(=O)c1cccs1 (centres undefined)	i	61.0	6.9%	-4.1%	-1.3%	-0.5%	4.9%	-11.9%	-2.4	697	-1.0	90
Cn1c(N)c(C(=O)COC(=O)COc2ccc3ccccc3c2)c(=O)n(C)c1=O	i	51.3	6.8%	-0.4%	11.5%	0.2%	5.3%	2.7%	-1.0	678	1.0	43
COc1cc([N+](=O)[O-])ccc1NC(=O)Nc1ccc(C(=O)N2CCCC2)cc1	i	38.3	5.7%	0.0%	16.7%	-0.1%	9.0%	-7.3%	0.4	829	3.7	71
COc1ccc(S(=O)(=O)N/N=C\c2ccc3c(c2)OCO3)cc1	i	41.3	11.4%	-4.5%	-13.8%	0.6%	4.4%	-9.9%	nt	nt	0.6	73
Cc1c(Nc2cc(Cl)c3nonc3c2[N+](=O)[O-])c(=O)n(-c2ccccc2)n1C	nt	nt	26.5%	-7.0%	3.48µM*	6.5%	5.8%	-7.1%	-31.6	595	1.1	22

Whole records from above. Screens in order: T cell HTS | T cell HTS vesicle-bound % | SV40 large T antigen | LYP phosphatase | GPR55 LPI antagonism | GPR55 beta-arrestin | MgcRacGAP inhibition | GPR35 antagonists | Lipid droplet | Lipid droplet cells 6.5 µM | NTR1 agonist | NTR1 agonist cell count 20 µM
COc1ccc(S(=O)(=O)N/N=C\c2ccc3c(c2)OCO3)cc1 is listed with i | 41.3 | 11.4% | -4.5% | -13.8% | 0.6% | 4.4% | -9.9% | nt | nt | 0.6 | 73
COc1ccc2c(CN(C)c3ccccc3)cc(=O)oc2c1 is listed with nt | nt | 10.6% | -6.2% | -8.9% | -0.2% | 1.3% | -13.3% | 1.0 | 713 | nt | nt
O=C(CC1CCCCC1)NCC1CCCO1 (centres undefined) is listed with i | 10.0 | 2.4% | -11.8% | -4.4% | 0.2% | 2.0% | 7.0% | -9.1 | 768 | -2.6 | 79
Cc1ccc(C(=O)NC(=S)NCc2ccccc2)cc1 is listed with i | 68.4 | 20.1% | -10.2% | -1.9% | 0.3% | -4.5% | -4.7% | -9.3 | 833 | 0.9 | 76
O=C(Nc1nnc(-c2ccco2)s1)C1CCCCC1 is listed with i | 24.5 | 27.2% | 0.7% | -5.6% | -0.3% | 5.9% | -11.3% | nt | nt | -1.0 | 50

Source: PubChem BioAssay

Not a hit list. Share with any hit: about 1.8%.
